Compound activity (PubChem)
OPRM1-OPRD1 ag = agonists of human mu-delta opioid receptor heterodimerization. P35372+P41143. cells, OPRM1-OPRD1 heterodimerization, luminescence. activation, % at 9.3 µM. 340,000 compounds, 0.3% hits. AID 504326; in the data active = activation above about 18%;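 note: 0% = vehicle-treated cells and 100% = reference agonist; values of inactives mirror those of a sister screen read the other way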
Target sequence (P35372 whole entry, looked up): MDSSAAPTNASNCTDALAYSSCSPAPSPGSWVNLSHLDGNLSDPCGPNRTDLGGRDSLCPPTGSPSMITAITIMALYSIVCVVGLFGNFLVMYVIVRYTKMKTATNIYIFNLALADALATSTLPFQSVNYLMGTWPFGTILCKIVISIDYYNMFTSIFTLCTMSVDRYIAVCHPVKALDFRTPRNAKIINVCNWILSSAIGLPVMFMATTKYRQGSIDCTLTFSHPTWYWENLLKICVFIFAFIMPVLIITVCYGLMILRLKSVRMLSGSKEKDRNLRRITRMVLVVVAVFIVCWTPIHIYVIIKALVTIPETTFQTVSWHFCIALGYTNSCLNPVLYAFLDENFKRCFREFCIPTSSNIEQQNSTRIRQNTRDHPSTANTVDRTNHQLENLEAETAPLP
Target sequence (P41143 whole entry, looked up): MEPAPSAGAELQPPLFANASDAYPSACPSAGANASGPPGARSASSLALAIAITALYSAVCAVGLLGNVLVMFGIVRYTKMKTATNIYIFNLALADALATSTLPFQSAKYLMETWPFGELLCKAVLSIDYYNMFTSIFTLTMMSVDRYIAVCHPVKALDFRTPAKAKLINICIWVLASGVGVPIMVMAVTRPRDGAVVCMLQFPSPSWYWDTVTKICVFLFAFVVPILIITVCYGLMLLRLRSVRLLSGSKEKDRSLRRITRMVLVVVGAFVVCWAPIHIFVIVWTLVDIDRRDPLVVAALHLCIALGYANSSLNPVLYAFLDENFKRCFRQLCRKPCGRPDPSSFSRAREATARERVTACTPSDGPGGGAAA
phage Ecoli inh = E. coli growth loss with phage present; 360,000 compounds, 0.26% hits; AID 651602; growth absorbance; inhibition, % at 11.9 µM; in the data active = inhibition above about 11%
PfHsp90 yeast 2 = growth inhibition of yeast expressing Plasmodium Hsp90. S. cerevisiae expressing PfHsp90, BacTiter-Glo ATP, 48 h; yeast lacking PDR1 and PDR3 efflux regulators. inhibition, % at 9.4 µM. 310,000 compounds, 0.32% hits. AID 504621;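 active = every replicate shows inhibition above about 80%, whatever the replicate mean, limit read from the data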;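 note: 0% = DMSO neutral controls and 100% = 20 µM radicicol positive controls; yeast relying on Plasmodium falciparum Hsp90 in place of its own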
SUMO Mot1 rescue = blocks SUMOylation pathway, rescuing yeast Mot1-301 growth. S. cerevisiae Mot1-301 growth rescue, ATP luminescence, 38.5C; percent above DMSO median, 100 means doubled. growth rescue, % at 18.8 µM. 320,000 compounds, 1% hits;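 active = every valid replicate shows activation above 250% relative to neutral control wells; inactive = the rest, any valid replicate at or below 250%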;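 note: OY570 slx delta 5 strain wells were the positive control but not used for scaling; some compounds called inactive have numbers as strong as hits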
AddAB inh = less growth of phage-infected E. coli with AddAB. E. coli expressing H. pylori AddAB, absorbance growth. inhibition, % at 11.9 µM. 330,000 compounds, 0.29% hits. AID 435030; in the data active = inhibition above about 12%;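 note: 0% = vehicle wells of infected cells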
Arr AP2 block = inhibitors of human beta-arrestin and AP2 interaction; FITC-arrestin peptide / GST-AP2 beads, flow cytometry; AP2 beta2 appendage carries R879A mutation; inhibition, % at 10 µM; 340,000 compounds, 0.31% hits; AID 504490;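 active = inhibition above a set limit, near 3 SD of compounds lacking own fluorescence, cut at about 54% in these data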;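 note: plate controls were DMSO wells for no effect and 5 µM unlabelled arrestin peptide for full effect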
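test system = AP2 appendage R879A on GSH beads | buffer or medium = PBS plus Tween 20 (0.05%) and BSA (0.1%) | incubation = 12 min plus 1 h, RT | detection = bead flow cytometry, FITC channel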
Tat transport = blocks Tat-dependent protein export in E. coli; E. coli MC4100 TorA-mCherry Tat export, fluorescence; inhibition, % at 10 µM; 340,000 compounds, 0.036% hits;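 active = mean replicate inhibition at least 50% and at least half of replicates individually reaching 50%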;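 note: exported cargo escapes ClpAP degradation while cytoplasmic cargo is degraded and loses fluorescence; 0% = median of neutral control wells and 100% = median of NaSCN control wells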
E coli growth = bacterial growth inhibition, counter-screen for AddAB inhibitors; E. coli V3065 growth, OD600 absorbance, 18 h; inhibition, % at 11.9 µM; 330,000 compounds, 0.27% hits; AID 449728;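 active = inhibition above the campaign's mean inhibition across all tested compounds plus 3 SD, cut at about 9.9% in these data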;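 note: uninfected addAB+ strain grown without phage in ampicillin broth; 0% = DMSO wells and 100% = ciprofloxacin 0.95 µg/ml wells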
MOR-DOR inv ag = inverse agonist of human OPRM1-OPRD1 heterodimerization; P35372+P41143; cell-based MOR-DOR heterodimer luminescence, inverse agonism; inhibition, % at 9.3 µM; 340,000 compounds, 0.21% hits; AID 504357; in the data active = inhibition above about 22%, passing the limit was not always enough;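 note: 0% = cells with DMSO and 100% = wells without cells with DMSO; values of inactives mirror those of a sister screen read the other way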
PKA-R1A activ = activators of PKA-R1A complex. PKA-R1A dissociation, Cy5-IP20 fluorescence polarization; scaled: DMSO 0%, 113 µM cGMP 100%. activation, % at 11.4 µM. 340,000 compounds, 0.083% hits;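 active = percent activation above the mean of all tested compounds plus 3 SD, cut at about 19% in these data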;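 note: higher means more PKAc released from R1A so a rise in polarization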
DSG3 Ab inh = human desmoglein-3 autoantibody binding inhibition; P32926; DSG3-coupled beads, scFv-anti-DSG3-GFP binding, flow cytometry; hits give low values; binding (percent of control), % at 10 µM; 310,000 compounds, 0.48% hits; AID 588358;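 active = binding more than 3 SD below its plate's average and above zero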;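 note: hits lower antibody fragment binding to DSG3; some compounds called inactive have numbers as strong as hits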
* hit, by the source's call; / = no result given.

SMILES	OPRM1-OPRD1 ag	phage Ecoli inh	PfHsp90 yeast 2	SUMO Mot1 rescue	AddAB inh	Arr AP2 block	Tat transport	E coli growth	MOR-DOR inv ag	PKA-R1A activ	DSG3 Ab inh
O=C(c1nn2c(C(F)(F)F)cc(-c3ccccc3)nc2c1Cl)N1CCOCC1	-3.0	3.9	/	4	-1.2	-6	-5	1.5	17	-13	93
COc1ccc([C@H]2CC(=O)C=C(c3cc4ccccc4c4ccccc34)C2)cc1	-2.2	2.9	8	1	0.4	-3	1	-0.4	12	1	101
Oc1ccc(Nc2ncnc3scc(-c4ccccc4)c23)cc1	5.6	3.6	-9	-9	5.6	11	-4	0.5	-29	-16	98
Cc1ccccc1OCC(=O)NNC=O	-1.3	3.1	-16	-10	0.4	-13	1	0.3	7	-12	101
O=C(CCSc1nc(-c2ccco2)cc(C(F)(F)F)n1)N1CCCc2ccccc21	9.3	-1.6	-2	-3	-1.1	4	20	0.6	-46	0	96
O=C(N/C(=C\c1ccc(Br)cc1)C(=O)N1CCOCC1)c1ccccc1Cl	-4.5	2.6	-3	123	4.2	-1	4	-3.2	23	6	116
CCN(CC)S(=O)(=O)c1ccc(Cl)c(NC(=O)COc2ccc3c(C)cc(=O)oc3c2)c1	-1.1	4.7	-10	20	1.6	25	-2	-1.8	5	-7	77
C=CCNC(=S)NCCCCC1NC(=S)N(CC=C)C1=O (stereo not drawn)	-3.4	2.0	2	-29	3.6	-2	-1	1.6	25*	0	140
CCN1CCN(c2ccc(S(=O)(=O)N3CCOCC3)cc2NC(=O)c2ccc(Cl)cc2Cl)CC1	0.5	2.6	2	20	1.2	-7	3	-0.2	-3	6	97
COC(=O)[C@H](CC(C)C)NC(=O)Nc1ccc2c(c1)OCCO2	-2.4	2.8	5	-16	1.1	-2	12	0.2	13	-3	102
O=C(Nc1cc(C(F)(F)F)ccc1-n1cncn1)c1ccc(F)cc1Cl	-1.7	4.4	1	0	0.8	-6	-6	-0.7	7	-1	92
O=S(=O)(NN=Cc1ccc(O)cc1O)c1cc(Cl)c(Cl)cc1Cl	-3.0	4.5	-5	/	/	8	-3	/	15	-16	94
COc1cccc(C(=O)NNC(=O)Cc2cccs2)c1	0.3	-0.5	/	10	-2.0	-18	3	-2.8	-2	5	134
CCN(CCO)C(=O)C(c1ccccc1)c1ccccc1	-2.5	2.4	-7	3	2.7	-2	-2	-1.4	10	0	/
COc1cccc(OC)c1C(=O)Nc1ccc2c(c1)CCCN2S(=O)(=O)c1ccc(C)cc1	-1.9	0.6	2	-5	4.7	15	-11	-3.1	10	-14	/
CCOc1ccc(S(=O)(=O)NCCC(=O)NC2CCC(C)CC2)cc1 (stereo not drawn)	-4.2	0.2	19	-21	-1.3	-13	3	-2.3	18	6	99
Cc1cc(C(=O)CN2CCC(C)CC2)c(C)n1-c1ccc(F)cc1	-0.7	3.7	0	11	0.8	5	5	-1.9	5	-4	110
O=C1C(=O)N(c2nccs2)C(c2ccccc2)/C1=C(\O)c1ccc2c(c1)OCCO2 (stereo not drawn)	-3.2	/	-5	52	4.8	15	0	0.5	16	11	109
O=c1c2[nH]cnc2n(-c2cccc(F)c2)c(=O)n1Cc1ccccc1	-3.9	-0.1	-24	-2	-1.2	8	-5	0.0	18	8	98
CC(C)CCn1c2ccccc2c2cc(CC(N)=O)ccc21	1.9	1.1	-15	-3	-1.0	7	5	-2.1	-10	-1	113
O=C(c1cc(=O)[nH]c2ccccc12)N1CCN(S(=O)(=O)c2ccc(Cl)cc2)CC1	2.7	-2.2	8	-6	-0.4	-4	0	-0.7	-11	-3	117
CCCCNC(=O)c1onc(CSc2ccccc2F)c1C(=O)O	-0.7	3.0	-8	-25	2.2	18	-3	-0.1	4	1	106
COC(=O)/C(C#N)=C/c1c[nH]c2ccccc12	4.9	4.1	-14	72	0.0	3	2	1.3	-26	-5	100
CC(=O)c1ccc(N(C(=O)c2ccco2)C(C(=O)NC2CCCC2)c2cccs2)cc1 (stereo not drawn)	-1.0	0.1	4	-13	1.4	2	-11	-0.8	5	-9	107
COc1cccc(CC(=O)OCC(=O)NCc2ccc3c(c2)OCO3)c1	-1.1	2.9	2	4	-2.3	20	6	-2.7	5	5	98
(next part)
SMILES	OPRM1-OPRD1 ag	phage Ecoli inh	PfHsp90 yeast 2	SUMO Mot1 rescue	AddAB inh	Arr AP2 block	Tat transport	E coli growth	MOR-DOR inv ag	PKA-R1A activ	DSG3 Ab inh
CCCCCNC(=O)C1CC=CCC1C(=O)O (stereo not drawn)	-1.8	2.1	-4	441	-2.9	6	-1	-1.6	11	5	87
O=C(Nc1ccc2c(c1)oc1ccccc12)N1CCOCC1	-2.6	5.7	-1	-2	-2.8	13	-1	-2.6	16	-8	100
Nc1ccc(C(=O)c2ccccc2C(=O)O)cc1Cl	-1.8	2.4	-24	-18	-1.8	-6	-2	-3.7	9	-5	97
Cc1cccc(-c2nc(-c3ccncc3)no2)c1	-0.1	1.2	-26	-1	-0.5	2	-2	-1.5	0	1	103
Cc1cccc(C)c1NC(=O)Cc1cccs1	-2.0	4.1	-11	5	3.5	-17	2	0.0	10	-1	96
COc1ccc(CCN(C)C(=O)c2oc3ccccc3c2C)cc1OC	-1.8	0.5	12	/	1.1	0	2	0.3	9	8	103
CCOC(=O)/C=C1\NC(C)(C)Cc2cc(OC)c(O)cc21	2.0	1.7	10	-5	2.1	18	-4	-2.0	-11	10	101
Cc1ccc(-n2c(SCC(=O)NCc3ccco3)nc3nc4c(cc3c2=O)COC(C)(C)C4)cc1	0.0	1.2	21	/	/	-1	-14	/	0	-3	114
CCC(=O)Nc1ccc(Cl)c(NC(=O)c2ccc(Br)o2)c1	-0.7	1.2	-13	23	3.1	1	-1	1.2	4	-1	108
O=C(CN1C(=O)C2CC=C(Cl)CC2C1=O)N1CCOCC1 (stereo not drawn)	1.5	1.4	20	1	1.1	6	4	1.5	-8	5	/
COC(=O)c1ccc(COc2ccc(C)c(C)c2)o1	1.6	0.8	34	-9	2.7	-7	-6	1.0	-7	3	98
O=C(O)c1cccc(S(=O)(=O)N(Cc2ccccc2)c2ccc(Cl)cc2)c1	1.2	2.1	-19	-5	0.2	1	5	1.9	-6	-2	112
O=C(Cc1ccccc1)Nc1ncccc1Cl	/	3.1	/	-1	3.2	-16	/	-0.2	/	/	117
COc1cccc(C(=O)NC2CCNCC2)c1	-2.3	0.8	-6	-15	1.0	10	11	-0.8	11	-3	113
Nc1nn2c(C(F)(F)F)cc(=O)[nH]c2c1N=Nc1cccc(F)c1	-3.3	/	3	9	1.6	1	0	-2.6	17	-3	80
COc1ccc(Br)cc1/C=N/n1c(C)nc2ccccc2c1=O	-0.8	0.5	7	/	/	30	-5	/	3	-3	86
Cc1ccc(N=C2SCCCN2C(=O)C2=COCCO2)cc1Cl	-2.2	3.3	-51	22	-0.3	6	8	0.1	12	-18	118
Cc1ccccc1OCc1nc(-c2ccc(NC(=O)c3cccs3)cc2)no1	6.7	1.6	-53	-1	2.4	7	8	-1.2	-38	-1	99
Cc1cccc(C)c1N1CCN(c2n[nH]c(N)n2)CC1	-1.6	4.0	-13	-9	2.7	-2	5	0.9	9	-6	99
O=C(Cn1ccc(NC(=O)OCc2ccccc2)nc1=O)NCC1CCCO1 (stereo not drawn)	-1.7	1.2	14	6	1.9	10	1	0.8	8	1	98
CCn1cc(C(=O)NCC2CCCO2)c(=O)c2cc(S(=O)(=O)N3CCCCCC3)ccc21 (stereo not drawn)	-3.2	4.5	5	16	-0.1	3	4	1.6	16	-2	101
Nc1c2c(nn1-c1ccc(F)cc1)CSC2	-3.4	2.3	-4	-2	3.4	29	-3	-0.2	18	-4	97
O=S(=O)(Nc1ccccn1)c1ccc(Cl)cc1	-2.9	3.1	/	-4	1.0	-2	-2	-0.3	14	2	89
COC(=O)CN(C#N)c1nc(NC(C)C)nc(NC(C)C)n1	-1.9	1.4	/	228	-0.2	-4	4	-2.6	13	3	86
COCC1=C(C(=O)OC(C)OC(=O)OC(C)C)N2C(=O)[C@@H](NC(=O)/C(=N\OC)c3csc(N)n3)[C@H]2SC1 (stereo partly drawn)	2.6	7.4	17	-4	-0.9	11	-4	2.2	-14	-2	119
Further compounds follow:
SMILES	OPRM1-OPRD1 ag	phage Ecoli inh	PfHsp90 yeast 2	SUMO Mot1 rescue	AddAB inh	Arr AP2 block	Tat transport	E coli growth	MOR-DOR inv ag	PKA-R1A activ	DSG3 Ab inh
Cn1c2ccccc2n2c(=O)c(Cl)c(-c3ccccc3)c(C#N)c12	-1.3	2.5	-43	-7	-2.2	4	-8	-2.1	7	-1	100
O=C(O)C1CCCN(S(=O)(=O)c2ccccc2[N+](=O)[O-])C1 (stereo not drawn)	-3.6	4.4	-5	5	-0.7	-9	-4	2.0	17	0	103
CCCN1CCN(C(=O)c2oc3ccccc3c2NC(=O)COc2ccc(OC)cc2)CC1	-2.6	3.8	7	12	-1.5	-4	-1	-2.1	13	-4	103
COc1ccc(C(=O)Nc2ccc3c(c2)Cc2ccccc2-3)cc1	4.0	2.4	13	/	1.9	6	0	0.6	-22	-6	97
COc1ccc(CC(=O)N/N=C(\C)CC(=O)Nc2ccc(N(C)C)cc2)cc1OC	1.6	0.8	8	-6	2.9	1	-5	-0.3	-12	-16	/
COc1cc(NC(=O)C2C3C=CC(C3)C2C(=O)O)c(OC)cc1Cl (stereo not drawn)	0.1	3.8	-6	156	-2.0	1	-5	0.6	-1	-2	105
Cc1ccc2nc(N(CCN(C)C)C(=O)c3ccc4c(c3)OCCO4)sc2c1	-2.4	1.2	1	-8	2.6	0	2	3.1	13	-5	/
Cc1ccc(S(=O)(=O)N2CC=C(C(=O)NC3CCCC3)CC2)cc1	-2.1	1.4	-7	3	3.2	-3	1	0.5	11	-1	101
O=C(COC(=O)c1ccc(S(=O)(=O)N2CCOCC2)cc1)NC1CCCC1	-1.7	1.1	-20	2	-0.6	26	-1	-2.6	10	-7	/
Cc1oc(-c2ccc3c(c2)OCCO3)cc1C(=O)NC(CCC(=O)O)C(=O)O (stereo not drawn)	1.9	1.6	/	-16	0.3	11	-3	0.5	-11	-5	/
CCCc1ccc(Oc2cn[nH]c2-c2ccc(O)c(C)c2O)cc1	8.8	-0.4	142*	111	4.8	5	3	4.9	-51	-14	102
COc1cccc(C(=O)Nc2cccc(C(=O)NC3=NN(c4c(Cl)cc(Cl)cc4Cl)C(=O)C3)c2)c1	-0.9	1.6	-17	8	-1.3	3	-2	-2.4	5	5	99

Records listed above marked active in MOR-DOR inv ag.
smiles | OPRM1-OPRD1 ag | phage Ecoli inh | SUMO Mot1 rescue | AddAB inh | Arr AP2 block | Tat transport | MOR-DOR inv ag | PKA-R1A activ | DSG3 Ab inh
C=CCNC(=S)NCCCCC1NC(=S)N(CC=C)C1=O (stereo not drawn) | -3.4 | 2.0 | -29 | 3.6 | -2 | -1 | 25* | 0 | 140
